EPAC1 antagonist = antagonists of human EPAC1 | EPAC1 GEF assay, Rap1b-BODIPY-GDP exchange fluorescence | 360,000 compounds, 0.14% hits | Potency, µM (titrated, usually from 115 µM), for inactives: at the highest dose activity change, negative = inhibition, hits mostly inhibitors;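 further: plate controls were vehicle for no effect and positive control for full effect; nearly all actives have a fitted effect of over 50% in size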
EPAC2 antag = antagonists of human EPAC2 | EPAC2 GEF exchange of Rap1B-BODIPY-GDP, fluorescence | Potency, µM (highest dose often 114 µM), for inactives: at the highest dose activity, negative = inhibition, hits mostly inhibitors | 360,000 compounds, 0.18% hits | AID 720708; further: on the % scale 0 is the no-effect control and ±100 the full control effect; nearly all actives have a fitted effect of over 45% in size; many of its hits are not listed in these tables
EPAC1 ag = EPAC1 (human) agonism. EPAC1 agonist qHTS, biochemical assay; response scale: 100% = response to 6.5 mM cAMP. Potency, µM (top dose mostly 154 µM), inactives show top-dose activation, most hits filed as activators. 360,000 compounds, 0.073% hits; further: nearly all actives have a fitted effect of over 60% in size
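Fluorescent GDP-exchange assay: 100 nM EPAC1 with 250 nM Rap1B preloaded with BODIPY-GDP and 50 uM GDP; compounds tested as concentration series, 5 min at room temperature, then read every 5 min for 30 min (ex 480/em 540 nm); normalized to 6.5 mM cAMP.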
TDP-43 yeast inh = inhibitors of TDP-43 toxicity in yeast | Potency, µM (series often up to 46.1 µM), for the others: at the top dose growth rescue (activation), most hits filed as activators | TDP-43 expressing yeast growth rescue, BacTiter-Glo, 24 h | 410,000 compounds, 1.8% hits; further: % of control where 0% means no effect; nearly all actives have a fitted effect of over 50% in size
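Growth rescue of TDP-43-toxic yeast measured as ATP luminescence (BacTiter-Glo). Cells grown to mid-log in raffinose, induced in galactose at OD600=0.02, exposed to compound 24 hr at 30 deg C.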
FUS yeast rescue = FUS proteinopathy suppression in yeast; S. cerevisiae FUS-expressing, growth rescue, OD600, 24 h; Potency, µM (doses to about 76.6 µM), inactives show top-dose growth rescue (activation), most hits filed as activators; 390,000 compounds, 0.24% hits; AID 1347120;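 further: plate controls were DMSO vehicle for no effect and reference control for full effect; nearly all actives have a fitted effect of over 55% in size; some results filed as inactive show a strong effect at the top dose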
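Quantitative HTS measuring growth restoration of FUS-toxic yeast. Galactose-induced cells (OD 0.005) were exposed 24hr at 30C to compounds at several concentrations, then absorbance at 600 nm was recorded.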
aSyn yeast inh = inhibitors of alpha-synuclein toxicity in yeast. AID 652106. Potency, µM (doses to about 46.1 µM), inactives show at the highest dose growth rescue (activation), most hits filed as activators. Yeast expressing alpha-synuclein, growth rescue, BacTiter-Glo, 24 h. 370,000 compounds, 0.14% hits; further: % of control where 0% means no effect; nearly all actives have a fitted effect of over 65% in size
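Galactose-induced alpha-syn yeast (OD600=0.02, raffinose-pregrown) + pinned cpd, 24 hr, 30 deg C; growth by BacTiter-Glo luminescence. Growth restoration scores as activation.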
PTHR1 agonist = agonists of human PTHR1 parathyroid hormone receptor; Potency, µM (highest dose often 115 µM), without a hit: top-dose activation, hits mostly activators; 410,000 compounds, 0.075% hits; Q03431; HEK293 GP2 PTHR1 cells, GloSensor cAMP luminescence, 1 h; further: nearly all actives have a fitted effect of over 55% in size; some results filed as inactive show a strong effect at the top dose; inactives centre near -15; many of its hits are not listed in these tables
Target sequence (Q03431 whole entry, looked up): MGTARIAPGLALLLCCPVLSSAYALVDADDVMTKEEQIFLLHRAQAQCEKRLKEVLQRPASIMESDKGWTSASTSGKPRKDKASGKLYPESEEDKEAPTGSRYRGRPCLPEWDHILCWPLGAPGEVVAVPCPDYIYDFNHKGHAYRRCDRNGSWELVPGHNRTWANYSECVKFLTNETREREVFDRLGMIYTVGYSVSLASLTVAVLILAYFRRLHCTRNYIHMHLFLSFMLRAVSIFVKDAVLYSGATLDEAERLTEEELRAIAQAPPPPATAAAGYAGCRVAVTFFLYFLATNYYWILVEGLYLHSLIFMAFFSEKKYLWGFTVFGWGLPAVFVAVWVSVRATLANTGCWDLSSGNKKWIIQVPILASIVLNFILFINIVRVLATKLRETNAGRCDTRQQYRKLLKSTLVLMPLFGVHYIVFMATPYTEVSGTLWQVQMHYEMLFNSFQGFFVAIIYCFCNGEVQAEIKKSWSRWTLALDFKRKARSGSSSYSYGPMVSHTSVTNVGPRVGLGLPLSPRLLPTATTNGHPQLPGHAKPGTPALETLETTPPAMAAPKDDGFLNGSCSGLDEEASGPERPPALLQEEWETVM
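HEK-293-derived GP2 cells expressing PTHR1 and a GloSensor cAMP reporter, 3,000/well, plated overnight, given luciferin plus IBMX (each 0.5 mM as added) for 1 h at 37 °C, then compound for 1 h at 37 °C. Luminescence was read after 15 min at room temperature.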
EPAC2 ag = EPAC2 (human) agonism | Q8WZA2 | EPAC2 activation, biochemical qHTS; response scale: 100% = 6.5 mM cAMP response | Potency, µM (doses to about 154 µM), inactives show at the highest dose activation, actives largely listed as activators | 360,000 compounds, 0.079% hits | AID 720711; further: nearly all actives have a fitted effect of over 50% in size
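Fluorescence exchange assay: 100 nM EPAC2 with 250 nM RAP1B-BODIPY-GDP and 50 uM GDP; compounds tested as a concentration-titration series (qHTS). Loss of Rap1-bound BODIPY-GDP fluorescence read at 480/540 nm; data normalized to 6.5 mM cAMP.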
An asterisk follows results filed as active; i = inactive; ? = inconclusive; . = not tested or not shown; & = joins results of further samples; [ ] = dose if it differs, or a comment. The call rests on the fitted dose curve; in most records, active means well fitted curve in the direction sought with a large enough effect; inconclusive means small, poorly fitted or top-dose-only effect, or another doubt; inactive means no such curve, though single readings can be large; an effect the other way counts as inactive or inconclusive. Potency means the concentration at half of the fitted maximal effect. A portion of the library, so the mix of outcomes need not match the whole.

SMILES | EPAC1 antagonist | EPAC2 antag | EPAC1 ag | TDP-43 yeast inh | FUS yeast rescue | aSyn yeast inh | PTHR1 agonist | EPAC2 ag
CN(C)CCCCOc1ccc(F)cc1 | -4.1% | 2.5% | -2.3% | -1.6% | 11.9% | -6.3% | i | 17.2%
CC1CCN(CCOCCOc2ccccc2Br)CC1 | 14.2% | 1.4% | 3.5% | -18.3% | 0.9% | 2.4% | i | 1.0%
CCOCCc1nnc(NC(=O)CS(=O)(=O)c2ccc(C)cc2)s1 | 5.9% | 3.9% | 1.3% | -14.9% | 1.7% | 5.2% | -0.8% | 5.6%
CCN(CC(=O)Nc1ccc(NC(C)=O)cc1)C(=O)Cc1cccc2ccccc12 | -23.6% | -7.2% | -4.9% | -14.5% | 31.0% | -6.7% | 11.5% | 6.7%
CC12CCC(C3NC(=S)NN=C31)C2(C)C (configuration not stated) | -18.6% | 13.0% | 2.0% | -11.5% | -4.6% | -4.7% | i | 8.3%
CCOCCCn1c(=S)[nH]c2cc(C(=O)NCCc3ccccc3)ccc2c1=O | 10.7% | -3.5% | 6.5% | 13.8% | 2.7% | -2.0% | i | -5.5%
CC(N=C1NC(C)(C)Cc2ccccc21)C(=O)O (configuration not stated) | 22.3% | -9.6% | -1.1% | 7.1% | -32.7% | 1.1% | -57.7% | 1.4%
O=S(=O)(Nc1nc2ccccc2nc1NCCN1CCOCC1)c1cccc(Cl)c1 | 19.4% | 18.6% | -0.5% | 2.1% | 10.2% | -3.9% | -11.1% | -7.8%
O=S(=O)(NCc1ccc(F)cc1)c1ccc2c(c1)OCCO2 | 12.9% | 10.9% | -5.6% | ? | 2.9% | -3.1% | i | 6.4%
S=C(Nc1ccc(Oc2ccc(NC(=S)NC3CCCCC3)cc2)cc1)NC1CCCCC1 | 3.8% | 8.4% | -5.4% | 0.0% | 16.2% | 9.1% | i | -5.0%
CC(C(=O)N1CCC(C(N)=O)CC1)N(c1ccc(Oc2ccccc2)cc1)S(C)(=O)=O (configuration not stated) | 8.1% | 0.0% | -1.3% | -9.1% | 11.4% | -2.1% | -25.0%[57.5 µM] | -6.4%
Cc1cc(Nc2ccccc2)nc2cc(O)ccc12 | -2.6% | -14.5% | -9.4% | ? | -4.9% | -0.3% | -20.1% | 12.7%
COc1ccc(N(C)S(=O)(=O)c2cccc(C(=O)NC3CCCCCC3)c2)cc1 | 2.2% | -6.8% | 7.3% | 6.9% | 42.6% | -0.8% | -42.3%[inhibitor] | 18.0%
CCC(C)(C)NC(=O)C(c1cccs1)N(C(=O)c1ccn[nH]1)c1cccc(OC)c1 (configuration not stated) | 0.8% | -14.9% | 11.4% | 20.5% | ? | 4.0% | i | 4.5%
Cc1cc(C(C)(C)C)c(O)c(C)c1CC1=NCCN1 | 17.2% | 18.2% | -15.8% | 4.9% | -24.6% | -10.3%&0.1% | 13.1% | 4.7%
Cc1ccc(S(=O)(=O)CCC(=O)Nc2cc(Cl)ccc2-n2cncn2)cc1 | -2.4% | 0.1% | 6.4% | -6.2% | 20.4% | 7.7% | i | 6.7%
COc1ncccc1C(=O)NC1CCCc2c1cnn2-c1cc(C)cc(C)c1 (configuration not stated) | -7.9% | -20.4% | 0.3% | 19.8% | 34.8% | -18.3% | -19.6% | 11.9%
CN(C)S(=O)(=O)c1cccc(NC(=S)N/N=C/c2ccc(O)c(O)c2O)c1 | ? | 3.3% | 0.3% | -6.7% | 31.9% | -1.6% | i | 2.8%
CCOC(=O)C1=C(N)OC2=C(C(=O)CCC2)C1c1cccnc1 (configuration not stated) | -3.0% | -1.2% | 3.5% | 6.4% | ? | -1.8% | i | 3.5%
COc1ccc(S(=O)(=O)NCc2csc(-c3cccnc3)n2)cc1 | -2.7% | -2.5% | 0.2% | ? | -17.6% | 2.2% | i | 10.1%
C/C(CS(=O)(=O)c1ccc(Cl)c(Cl)c1)=N/NC(N)=S | 4.1% | 7.3% | -0.8% | 7.8% | 0.2% | -6.1% | -4.9% | -1.8%
Fc1cc(F)cc(NC(=S)N2CCC(c3ccccc3)C2)c1 (configuration not stated) | -5.9% | -7.5% | -5.5% | 5.9% | 0.8% | -4.0% | i | -0.8%
C=CCn1c(SCC(=O)NCc2ccco2)nnc1-c1ccc2ccccc2n1 | -7.1% | -3.8% | 9.9% | 11.5% | . | 6.9% | -57.5%[inhibitor] | 2.3%
Cn1ncc([N+](=O)[O-])c1C(=O)NCc1ccccc1 | -23.4% | 3.6% | 4.0% | -9.1% | -17.8% | -5.5% | ? | 1.1%
Nc1nonc1C(=O)NCCNc1ccc([N+](=O)[O-])cn1 | -1.0% | 9.5% | 12.2% | -6.6% | -0.7% | -4.7% | i | 2.9%
CCCCCCCCn1ccc(=N)cc1 | 10.9% | 1.9% | 1.4% | 9.5% | -24.4% | -3.3% | -13.0% | 7.3%
O=C(O)c1ccccc1C(=O)Nc1ccccc1 | 14.3% | 5.1% | 4.3% | -19.9% | 9.7% | -2.3% | -4.3%[57.5 µM] | -5.1%
CCOc1ccc(-n2cc(-c3ccccc3)c3c(SC(C)C(=O)OC)ncnc32)cc1 (configuration not stated) | -23.0% | 5.9% | 1.9% | 4.3% | 15.8% | 6.3% | -15.4% | 0.9%
COc1ccccc1CCNC(=O)c1cccc(NC(=O)CC2SC(N3CCCCC3)=NC2=O)c1 (configuration not stated) | -3.1% | 4.8% | 2.1% | 21.0% | . | 5.4% | -9.7% | -4.0%
CCOC(=O)COc1cc(N2C(=O)CSCC2=O)c(Cl)cc1Cl | -8.9% | -3.5% | 9.0% | -7.4% | 1.5% | -22.0% | i | 7.6%
COc1ccc2c(C=O)c[nH]c2c1 | -11.8% | 9.6% | 10.7% | -5.8% | 11.7% | -1.4% | i | 3.6%
CC(=O)N1CCN(S(=O)(=O)c2cccc(C(=O)Nc3cc(C(F)(F)F)ccc3N3CCOCC3)c2)CC1 | -9.9% | -10.8% | -9.6% | 3.0% | 21.4% | -0.4% | -2.6% | -14.2%
CCOc1ccc(N(Cc2cc3cc(C)ccc3[nH]c2=O)S(=O)(=O)c2ccccc2)cc1 | -0.3% | -5.3% | 1.8% | -8.0% | -6.5% | 2.9% | i | 5.6%
COc1cc(NC2=CC(=O)CC(C)(C)C2)cc(OC)c1OC | -17.5% | 4.5% | -10.5% | 13.4% | . | -0.2% | i | -2.6%
CCCCCCC(=O)N=Nc1c(O)[nH]c2ccc([N+](=O)[O-])cc12 | 11.3% | 2.8% | -6.5% | 7.8% | . | -13.6% | -4.3% | 1.2%
CC(OC(=O)CCc1ccccc1)C(=O)Nc1ccc(Cl)cn1 (configuration not stated) | 13.0% | -0.8% | 0.4% | -2.4% | 4.6% | 1.1% | i | 15.2%
Cc1cc(OC(C)C(=O)Nc2ccncc2)ccc1Cl (configuration not stated) | -8.3% | -10.6% | 4.1% | -11.5% | -14.3% | 0.1% | -18.5% | 7.3%
CCC(C(=O)NCc1cccnc1)c1ccccc1 (configuration not stated) | 15.1% | 10.3% | -2.5% | -1.8% | 12.1% | -2.7% | -1.2% | -3.2%
Cc1noc(NC(=O)c2ccc(Cl)c(Cl)c2)c1Cl | -9.0% | 2.6% | -0.1% | 6.4% | -21.0% | -11.8% | -48.5%[inhibitor] | 7.9%
COC(=O)c1ccc(CNC(=O)COC(=O)/C=C/c2cc(OC)c(OC)c(OC)c2)cc1 | 8.6% | -5.6% | -4.2% | -10.4% | . | -1.3% | i | -8.2%
Cc1ccnc(NCc2ccc(Br)cc2)c1 | 0.6% | -1.6% | -1.0% | -3.9% | -1.6% | -2.7% | -5.4% | 11.6%
CCOC(=O)c1sc(NC(=O)COC(=O)CNC(=O)C2CCCCC2)c(C(=O)OCC)c1C | 5.5% | -4.6% | 2.1% | 16.9% | . | -0.8% | -18.4% | -2.3%
C[C@@H]1CN(Cc2nnnn2CC(=O)NCCCn2cccn2)C[C@H](C)O1 | -2.9% | -18.3% | 2.5% | 4.9% | -14.9% | -8.6% | -33.4%[inhibitor] | 8.1%
Cc1cccc([C@@H]2[C@@H]3C(=O)N(Cc4ccccc4)C(=O)[C@@H]3[C@]3(Cc4ccccc4)C(=O)N(c4cccc(F)c4)C(=O)N23)c1 | -19.5% | 18.0% | 1.7% | -8.3% | 34.6% | -2.4% | i | 10.4%
CC(C)(C)C(=O)N1CCN(c2ccc(Cl)cc2[N+](=O)[O-])CC1 | -10.1% | -10.2% | 8.7% | 18.7% | 1.7% | -1.1% | -11.3% | 11.1%
CCN(CC)S(=O)(=O)c1ccc(O)c(C(=O)OCC(=O)Nc2ccc(OC(F)(F)F)cc2)c1 | -5.9% | -21.7% | -7.3% | -18.8%[9.22 µM] | 18.3% | -5.6% | -23.5% | -11.1%
CN(CC(=O)Nc1ccc(N2CCOCC2)cc1)CC(=O)Nc1ccc(Cl)cc1[N+](=O)[O-] | -14.1% | -2.9% | -7.8% | 12.6% | ? | -1.7% | i | 10.9%
CC(=O)Nc1ccc(S(=O)(=O)N2CCc3c(Cl)cccc3C2)cc1 | 6.8% | -5.0% | -15.2% | -13.3% | 21.2% | 11.1% | -69.9% | -3.2%

3 compounds already listed, ordered by molar mass, rising.
SMILES | EPAC1 antagonist | EPAC2 antag | EPAC1 ag | TDP-43 yeast inh | FUS yeast rescue | aSyn yeast inh | PTHR1 agonist | EPAC2 ag
CC(C)(C)C(=O)N1CCN(c2ccc(Cl)cc2[N+](=O)[O-])CC1 | -10.1% | -10.2% | 8.7% | 18.7% | 1.7% | -1.1% | -11.3% | 11.1%
CC(OC(=O)CCc1ccccc1)C(=O)Nc1ccc(Cl)cn1 (configuration not stated) | 13.0% | -0.8% | 0.4% | -2.4% | 4.6% | 1.1% | i | 15.2%
CC(=O)Nc1ccc(S(=O)(=O)N2CCc3c(Cl)cccc3C2)cc1 | 6.8% | -5.0% | -15.2% | -13.3% | 21.2% | 11.1% | -69.9% | -3.2%

Entries of single compounds, looked up by structure.
Shown for CC(OC(=O)CCc1ccccc1)C(=O)Nc1ccc(Cl)cn1 (configuration not stated) → EPAC1 antagonist: 13.0%; EPAC2 antag: -0.8%; EPAC1 ag: 0.4%; TDP-43 yeast inh: -2.4%; FUS yeast rescue: 4.6%; aSyn yeast inh: 1.1%; PTHR1 agonist: i; EPAC2 ag: 15.2%
Shown for CCN(CC)S(=O)(=O)c1ccc(O)c(C(=O)OCC(=O)Nc2ccc(OC(F)(F)F)cc2)c1 → EPAC1 antagonist: -5.9%; EPAC2 antag: -21.7%; EPAC1 ag: -7.3%; TDP-43 yeast inh: -18.8%[9.22 µM]; FUS yeast rescue: 18.3%; aSyn yeast inh: -5.6%; PTHR1 agonist: -23.5%; EPAC2 ag: -11.1%
